Screening data: PubChem, National Center for Advancing Translational Sciences (NCATS)
PLK1 PBD block = inhibitors of human PLK1 polo-box domain binding | P53350 | AID 720504 | 2.8% of 360,000 active | Potency, µM, without a hit: max response, negative = inhibition, most hits filed as inhibitors | Plk1 PBD binding of FITC phosphopeptide, fluorescence polarization; note: potency is the fitted concentration of half-maximal effect; series mostly up to about 57 µM; % is set by controls: 0 for no effect and ±100 for the full control effect; nearly all actives have a fitted effect of over 65% in size
Target sequence (P53350 whole entry, looked up, the tested form may be a part): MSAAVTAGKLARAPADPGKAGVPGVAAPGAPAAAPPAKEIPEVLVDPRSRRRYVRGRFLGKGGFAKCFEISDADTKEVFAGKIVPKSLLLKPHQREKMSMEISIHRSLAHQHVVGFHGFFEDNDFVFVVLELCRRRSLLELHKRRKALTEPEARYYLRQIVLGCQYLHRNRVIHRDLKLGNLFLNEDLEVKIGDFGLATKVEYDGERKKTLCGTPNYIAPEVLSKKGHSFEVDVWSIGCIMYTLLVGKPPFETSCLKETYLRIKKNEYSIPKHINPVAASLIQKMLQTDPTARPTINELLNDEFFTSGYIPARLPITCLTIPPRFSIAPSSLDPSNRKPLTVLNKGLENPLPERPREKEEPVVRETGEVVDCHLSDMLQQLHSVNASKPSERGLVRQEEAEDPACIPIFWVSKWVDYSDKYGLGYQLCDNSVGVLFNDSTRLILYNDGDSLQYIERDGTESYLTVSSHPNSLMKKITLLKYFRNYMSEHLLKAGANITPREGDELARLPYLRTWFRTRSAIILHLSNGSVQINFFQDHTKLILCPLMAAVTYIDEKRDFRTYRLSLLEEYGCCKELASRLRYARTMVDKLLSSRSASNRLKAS
WRN inhibitor = inhibitors of human WRN helicase | Potency, µM (titrated, usually from 114 µM), for inactives: top-dose activity change, negative = inhibition, usual class: inhibitors | Q14191 | WRN helicase unwinding, fluorescent forked duplex, kinetic | 0.46% of 360,000 active; note: potency is the fitted concentration of half-maximal effect; % is set by controls: 0 for no effect and ±100 for the full control effect; nearly all actives have a fitted effect of over 55% in size
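Enzyme (20 nM final) and test compound sit together 15 min at room temperature before substrate addition. Substrate is a single-forked duplex oligonucleotide (100 nM) labelled with fluorophore and quencher, with 2 mM ATP; helicase unwinding raises red fluorescence, read kinetically.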
CCT chaperon mod = changes cytosolic chaperonin activity. purified chaperonin ATPase assay, HTRF ADP detection, 30 min. AID 651819. activity change, % (concentration not given with the values), hits read low. 0.3% of 360,000 active; in the data active = activity change below about -30%; note: % is set by controls: 0 for no effect and ±100 for the full control effect
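TRiC (40 or 20 nM final, by batch activity) in 30 mM Tris pH 7.4, 100 mM KCl, 5 mM MgCl2, 1 mM DTT was treated with compound at 76 uM single dose, then 10 uM ATP, 30 min at 37 °C. ADP was read by HTRF Transcreener.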
EPAC1 antagonist = EPAC1 (human) antagonism; O95398; EPAC1 GEF assay, Rap1b-BODIPY-GDP exchange fluorescence; 0.14% of 360,000 active; Potency, µM (highest dose often 115 µM), inactives show at the highest dose activity change, negative = inhibition, hits mostly inhibitors; AID 720709;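 note: potency is the fitted concentration of half-maximal effect; plate controls were vehicle for no effect and positive control for full effect; nearly all actives have a fitted effect of over 50% in size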
EPAC2 antag = EPAC2 (human) antagonism; Q8WZA2; EPAC2 GEF exchange of Rap1B-BODIPY-GDP, fluorescence; 0.18% of 360,000 active; Potency, µM (series often up to 114 µM), for the others: top-dose activity, negative = inhibition, usual class: inhibitors; note: potency is the fitted concentration of half-maximal effect; % is set by controls: 0 for no effect and ±100 for the full control effect; nearly all actives have a fitted effect of over 45% in size; many of its hits are not listed in these tables
PI5P4K alpha inh = inhibitors of human PI5P4K alpha; P48426; PI5P4Kalpha enzyme, ADP-Glo luminescence, 60 min; active compounds read low; max response, %; 1.2% of 330,000 active; AID 652105; active = max response of -50% or lower; inconclusive = between -30% and -50%; inactive = -30% or higher; note: value at the top dose of about 77 µM; % is set by controls: 0 for no effect and ±100 for the full control effect
Target sequence (P48426 whole entry, looked up): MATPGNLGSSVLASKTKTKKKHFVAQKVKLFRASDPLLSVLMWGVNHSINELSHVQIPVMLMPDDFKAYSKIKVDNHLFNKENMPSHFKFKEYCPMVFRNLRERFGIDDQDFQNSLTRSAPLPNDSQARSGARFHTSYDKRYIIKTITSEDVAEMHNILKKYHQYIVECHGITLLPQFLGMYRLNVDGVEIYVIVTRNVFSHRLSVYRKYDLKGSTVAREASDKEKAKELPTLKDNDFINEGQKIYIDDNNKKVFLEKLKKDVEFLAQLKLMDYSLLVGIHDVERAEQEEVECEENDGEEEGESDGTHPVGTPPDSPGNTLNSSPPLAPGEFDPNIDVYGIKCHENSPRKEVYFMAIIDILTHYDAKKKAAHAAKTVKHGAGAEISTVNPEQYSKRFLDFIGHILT
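Human PI5P4Kalpha with substrate in 0.038 M HEPES pH 7.4, 0.28 mM EGTA, 0.1% CHAPS, 5% DMSO; reaction started with 5 microM ATP (final), 60 min at room temperature. ADP formed read by ADP-Glo luminescence.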
Mm-Cpn inhibitor = blocks the Methanococcus maripaludis chaperonin Mm-Cpn. purified Mm-Cpn ATPase, ADP Transcreener TR-FRET. Potency, µM (highest dose often 76.9 µM), for inactives: at the top dose activity, negative = inhibition, actives largely listed as inhibitors. 0.031% of 330,000 active. AID 504842; note: potency is the fitted concentration of half-maximal effect; % is set by controls: 0 for no effect and ±100 for the full control effect; nearly all actives have a fitted effect of over 80% in size
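TR-FRET (320 nm excitation; 590 and 665 nm emission) reports ADP made from 10 uM ATP by 25 nM enzyme; compounds were preincubated 10 min, reaction run 30 min, both at 37°C.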
EPAC1 agonist = EPAC1 (human) agonism. O95398. EPAC1 agonist qHTS, biochemical assay; response scale: 100% = response to 6.5 mM cAMP. Potency, µM (titrated, usually from 154 µM), for inactives: at the top dose activation, actives largely listed as activators. 0.073% of 360,000 active; note: potency is the fitted concentration of half-maximal effect; nearly all actives have a fitted effect of over 60% in size
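Nucleotide exchange by EPAC1 (100 nM) on Rap1B–BODIPY-GDP (250 nM) in the presence of 50 uM GDP is tracked fluorescently at 480/540 nm over 30 min. Signals are normalized to a 6.5 mM cAMP control.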
* marks the source's active call; other numbers are inactive results; ? = inconclusive; . = no result given; [ ] = another dose, or the depositor's remark. Unless noted, calls come from the whole dose curve; as a rule, active = well fitted curve in the direction sought with a large enough effect; inconclusive = small, poorly fitted or top-dose-only effect, or another doubt; inactive = no such curve, though single readings can be large; an effect the other way counts as inactive or inconclusive. The list is partial (hit frequency here may not be typical).

| Structure | WRN inhibitor | PI5P4K alpha inh | EPAC1 antagonist | EPAC1 agonist | Mm-Cpn inhibitor | CCT chaperon mod | EPAC2 antag | PLK1 PBD block |
| --- | --- | --- | --- | --- | --- | --- | --- | --- |
| COc1ccc(/C=N/NC(=O)COc2cccc3cccnc23)cc1OC | -15% | -10 | 5% | 9% | 3% | -3.7 | -3% | -10% |
| CCSc1nnc(NC(=O)C(CC)(C(F)(F)F)C(F)(F)F)s1 | 11% | -2 | 1% | -9% | 0% | 1.8 | 8% | -7% |
| CCOC(=O)CCNC(=O)N1CCC(CCC(=O)NCc2ccc(F)cc2)CC1 | -5% | 4 | -8% | -11% | 0% | -0.2 | -1% | -5% |
| CN(CCO)c1nc2c(c(=O)n(Cc3ccc(Cl)cc3)c(=O)n2C)n1C | -26% | 4 | -2% | 1% | -3% | -1.1 | ? | -9% |
| CC(=O)c1ccc(NS(=O)(=O)c2cccc(C)c2)cc1 | -6% | . | 12% | -1% | -2% | -0.2 | 15% | -1% |
| Cc1cc(C(=O)Nc2c(C)cccc2C)n(-c2ccccc2)n1 | 0% | 2 | 4% | 1% | 0% | -2.2 | 1% | 3% |
| CC(=O)Oc1ccc(CN2C(=O)C(CCc3ccccc3)ON=C2c2cnccn2)cc1 (stereo not given) | -2%[57.1 µM] | 16 | -3% | -1% | . | -2.3 | 1% | 2% |
| COc1cccc(CN2CCN(C3CSCCSC3)CC2CCO)c1 (stereo not given) | 8% | -6 | -11% | -10% | 1% | -0.8 | -1% | -29% |
| CN(C)c1ccc(NC(=O)CSc2n[nH]c(-c3ccncc3)n2)cc1 | -5% | 1 | -5% | -13% | . | 1.4 | 9% | -2% |
| O=C(COc1ccccc1Br)NCc1ccco1 | -7% | . | -2% | 8% | 1% | -2.1 | -1% | -9% |
| CCN1CCCC1CNS(=O)(=O)c1cc(Br)cc2c1N(C(=O)C1CC1)CC2 (stereo not given) | -2% | -12 | 1% | 8% | 0% | -1.6 | -3% | -9% |
| Cc1cccc(-n2ncc3c(=O)[nH]c(SCC(=O)N4CC(=O)Nc5ccccc54)nc32)c1 | 3% | -13 | -11% | -3% | -2% | -0.8 | 4% | -14% |
| COc1cc2nc(NC(=O)c3ccco3)sc(=O)c2cc1OC | -8% | -5 | -21% | 12% | -1% | 0.8 | -7% | -17% |
| Cc1ccccc1OCC(=O)NNC(=O)CCN1C(=O)c2ccccc2C1=O | 8% | 3 | 13% | -7% | 0% | -0.4 | 8% | 0% |
| Cc1noc(C)c1S(=O)(=O)N(C)C[C@H]1Oc2ccc(NS(=O)(=O)c3ccc(F)cc3)cc2C(=O)N([C@H](C)CO)C[C@@H]1C | 3% | -1 | 4% | -8% | 1% | -1.7 | -11% | -3% |
| COc1ccc(C2=NN(C(=O)CSc3nnc(C)n3C)C(c3ccco3)C2)cc1 (stereo not given) | -2% | 0 | -3% | 1% | 0% | -1.3 | 7% | -5% |
| O=C(c1cccc(C(F)(F)F)c1)C1CCCN(C(=O)c2cc(C3CC3)[nH]n2)C1 (stereo not given) | -3% | 5 | 7% | -8% | -2% | 0.1 | -6% | -3% |
| NC(N)=NCC(O)CN(c1ccccc1)c1ccccc1 (stereo not given) | -2% | 6 | 10% | 17% | 0% | 1.8 | -4% | -9% |
| CN(C)S(=O)(=O)c1cccc(C(=O)Nc2cc3c(cc2C(=O)O)OCCCO3)c1 | 2% | -10 | -2% | -1% | 0% | -0.6 | 2% | 3% |
| CCOCC(=O)N1CCC(Cc2ccccc2)CC1 | -3%[57.1 µM] | -3 | -4% | -10% | -1% | -3.3 | -3% | -9% |
| O=C(O)CN1C(=O)c2cccc(Oc3ccc(Cl)cc3)c2C1=O | -14% | 1 | 3% | -3% | -1% | -1.6 | 0% | -6% |
| O=C(c1ccc2c(c1)N(Cc1ccccc1)C(=O)c1ccccc1S2)N1CCCC1 | -3% | 2 | -2% | 0% | 2% | -1.5 | -3% | -2% |
| CCOc1ccccc1CN1CCN(C2CCN(c3ccccc3F)CC2)CC1CCO (stereo not given) | -25%[57.1 µM] | 8 | ? | 6% | 0% | 1.3 | 1% | -16% |
| O=C(c1ccc2c(c1)OCO2)N1CCN(c2ccccn2)CC1 | -7% | -9 | -1% | 5% | 0% | -1.6 | 5% | 21µM* |
| COC(=O)C1=CN(Cc2ccc(OC)c(OC)c2)C=C(C(=O)OC)C1c1cccc(F)c1 | -6% | 5 | -12% | -6% | 1% | -7.2 | ? | -13% |
| Nc1ccc(C(=O)OCC(=O)Nc2ccc3c(c2)OCO3)cc1[N+](=O)[O-] | 0% | -16 | 10% | 2% | 0% | -0.9 | -4% | -7% |
| Cc1ccc(NS(=O)(=O)c2ccccc2Cl)c2c1CC(C)(C)O2 | -1% | -6 | 0% | 9% | 0% | -4.3 | -19% | 0% |
| CN1CCN(c2ncccc2S(=O)(=O)N2CCCCC2)CC1 | -15% | -2 | 11% | 0% | -3% | 1.2 | 10% | -3% |
| CN(CCOc1ccc(Cl)cc1)CC(=O)Nc1ccc(OC(F)(F)F)cc1 | -6% | 40 | -27% | -6% | 1% | -3.4 | -29% | -9% |
| C=CCNC(=S)N/N=C(\C)c1ccc(-n2ccnc2)cc1 | -27% | ? | -21% | 10% | 0% | -0.3 | 2% | -3% |

Full records, quoted from the list. Order of screens: WRN inhibitor | PI5P4K alpha inh | EPAC1 antagonist | EPAC1 agonist | Mm-Cpn inhibitor | CCT chaperon mod | EPAC2 antag | PLK1 PBD block
Shown for COC(=O)C1=CN(Cc2ccc(OC)c(OC)c2)C=C(C(=O)OC)C1c1cccc(F)c1 = -6% | 5 | -12% | -6% | 1% | -7.2 | ? | -13%
Shown for CC(=O)c1ccc(NS(=O)(=O)c2cccc(C)c2)cc1 = -6% | . | 12% | -1% | -2% | -0.2 | 15% | -1%

(list continues)
| Structure | WRN inhibitor | PI5P4K alpha inh | EPAC1 antagonist | EPAC1 agonist | Mm-Cpn inhibitor | CCT chaperon mod | EPAC2 antag | PLK1 PBD block |
| --- | --- | --- | --- | --- | --- | --- | --- | --- |
| Fc1ccc2nc(N3CCCCC3)sc2c1 | -26% | -2 | -11% | 4% | 0% | -0.7 | -6% | -15% |
| CCCc1cc(C(=O)Nc2cnn(Cc3ccc(F)cc3)c2)no1 | 0% | 6 | -7% | -6% | -1% | -0.2 | -22% | 2% |
| CS(=O)(=O)N1CCN(c2ccccc2NC(=O)c2ccc3ccccc3c2)CC1 | -4% | -1 | 7% | 7% | -6% | 1.1 | -14% | 1% |
| Brc1ccc(-c2nnc(-c3cccc(Br)c3)o2)cc1 | 4% | -2 | -5% | -2% | 0% | 0.3 | 3% | -1% |
| C=CCNC(=O)COC(=O)COc1ccc(Cl)cc1C | 1% | 5 | -3% | -3% | 2% | -2.0 | -2% | -9% |
| CN(CCCn1c(=S)[nH]c2ncccc2c1=O)Cc1ccccc1 | 5% | -4 | -10% | 6% | -1% | -0.8 | 2% | -5% |
| CC(=O)CC(=O)Nc1ccc(Nc2ccccc2)cc1 | -5% | -11 | -2% | 7% | 1% | 0.1 | 3% | -2% |
| CCOC(=O)c1[nH]c(C)c(/C(O)=C2\C(=O)C(=O)N(CCCn3ccnc3)C2c2ccncc2)c1C (stereo not given) | -3% | -3 | 5% | 0% | 0% | 0.0 | -5% | -6% |
| Cc1sc(NC(=O)c2ccc(Br)s2)c(C(N)=O)c1C | -4% | . | -1% | 3% | -2% | -4.1 | 4% | -4% |
| COc1ccc(C(=O)N2CCc3cc4c(cc3C2C)OCCCO4)cc1 (stereo not given) | 7% | -3 | -9% | -6% | -3% | -1.6 | 0% | -14% |
| Clc1ccc(CN2CCN(c3ncccn3)CC2)cc1Cl | 6% | 4 | 5% | -4% | -1% | 2.2 | -17% | -1% |
| O=C(O)C(Cc1c[nH]c2ccccc12)N1C(=O)C2C3c4ccccc4C(c4ccccc43)[C@@H]2C1=O (stereo not given in full) | -4% | 0 | -2% | 8% | 0% | -0.1 | -12% | -12% |
| CCCc1nnc(SCC(=O)N2CCOCC2)n1C | -3% | 0 | -2% | -6% | 2% | -1.5 | -3% | -6% |
| CCCc1cc(=O)oc2c3c(c4c(c12)OC(C)(C)C=C4)OC(C)C(C)C3O (stereo not given) | -8% | 5 | 1% | -10% | -1% | -1.7 | ? | -2% |
| CCSc1nnc(NC(=O)c2ccc(C)o2)s1 | 4% | . | -2% | 0% | -1% | -4.2 | 2% | -3% |
| COC(=O)c1ccc(NC(=O)C2CCN(C(=O)Nc3ccccc3)CC2)cc1 | 10% | -5 | 15% | -3% | -3% | -0.6 | 5% | -9% |
| CCNc1nc(SCCOc2ccc(Br)cc2)nc(N(C)C)n1 | -6% | 11 | -19% | -8% | 0% | 0.4 | 2%[57.1 µM] | -13% |
| O=C(COC(=O)CNC(=O)c1ccccc1)NC1CCCCC1 | -23% | 3 | -5% | -7% | 1% | 3.2 | 15% | -3% |
| COc1ccc(NC(=O)CN(C)C(=O)Cc2ccsc2)cc1 | 5% | -2 | 7% | 2% | 2% | -3.3 | 2% | -9% |
| Cc1ccc(NC(=O)CCCN2C(=O)c3cccc4cccc(c34)C2=O)cc1 | 1% | -2 | -13% | 4% | 1% | 0.1 | -1% | 27µM* |
| C/C(=N\NC(=O)C1CCCC1)c1ccc(Cl)cc1 | 7% | -5 | -3% | 0% | 1% | -0.4 | 3% | 0% |
| O=C(NCCN1CCC(n2c(=O)[nH]c3ccccc32)CC1)c1ccc(OC(F)(F)F)cc1 | -4% | 0 | -19% | -11% | . | 0.6 | 0% | 3% |
| CC(Oc1ccc(C#N)cc1)C(=O)NC1CCCC1 (stereo not given) | 1% | -3 | 3% | -5% | -3% | 1.3 | -6% | 3% |
| COc1ccc(-c2nc(CN3CCC(C(=O)N4CCOCC4)CC3)c(C)o2)cc1OC | 8% | -3 | 19% | -8% | 0% | -0.7 | 4% | 1% |
| CCc1nnc(NS(=O)(=O)c2ccc(NCc3cc(Cl)cc(Cl)c3O)cc2)s1 | ? | -16 | -22% | -26% | 2% | -2.4 | 18µM* | ? |
| Cc1ccc(S(=O)(=O)/N=C(\N)Nc2nc(C)c3cc(C)c(C)cc3n2)cc1 | 4% | . | 8% | -9% | 1% | 2.0 | 11% | -2% |
| CCC1CCCCN1Cc1nc2c(c(=O)n(C)c(=O)n2C)n1CCC(C)C (stereo not given) | 2% | 1 | -2% | 7% | 1% | -1.3 | 9% | 3% |
| O=C(NCCCn1ccnc1)c1cc(C(=O)C2CC2)c[nH]1 | 10% | . | 0% | -2% | 1% | 0.3 | 13% | -1% |
| O=C1/C(=C/c2cccs2)NC(=S)N1C1CC1 | -1% | -11 | 4% | 5% | -2% | -2.0 | -13% | -23% |
| CCCCc1ccc(NC(=S)NCCc2ccc(F)cc2)cc1 | -12% | 2 | ? | -4% | -13% | 0.9 | -22% | -21% |
